PTHR1 agonist: PTHR1 (human) receptor agonism | hit rate 0.075% among 410,000 | Potency, µM (titrated, usually from 115 µM), for inactives: top-dose activation, actives largely listed as activators | HEK293 GP2 PTHR1 cells, GloSensor cAMP luminescence, 1 h | AID 743266; also: potency is read from the fitted curve at half-maximal effect; nearly all actives have a fitted effect of over 55% in size; some results filed as inactive show a strong effect at the top dose; inactives centre near -15; many of its hits are not listed in these tables
Target sequence (Q03431 whole entry, looked up): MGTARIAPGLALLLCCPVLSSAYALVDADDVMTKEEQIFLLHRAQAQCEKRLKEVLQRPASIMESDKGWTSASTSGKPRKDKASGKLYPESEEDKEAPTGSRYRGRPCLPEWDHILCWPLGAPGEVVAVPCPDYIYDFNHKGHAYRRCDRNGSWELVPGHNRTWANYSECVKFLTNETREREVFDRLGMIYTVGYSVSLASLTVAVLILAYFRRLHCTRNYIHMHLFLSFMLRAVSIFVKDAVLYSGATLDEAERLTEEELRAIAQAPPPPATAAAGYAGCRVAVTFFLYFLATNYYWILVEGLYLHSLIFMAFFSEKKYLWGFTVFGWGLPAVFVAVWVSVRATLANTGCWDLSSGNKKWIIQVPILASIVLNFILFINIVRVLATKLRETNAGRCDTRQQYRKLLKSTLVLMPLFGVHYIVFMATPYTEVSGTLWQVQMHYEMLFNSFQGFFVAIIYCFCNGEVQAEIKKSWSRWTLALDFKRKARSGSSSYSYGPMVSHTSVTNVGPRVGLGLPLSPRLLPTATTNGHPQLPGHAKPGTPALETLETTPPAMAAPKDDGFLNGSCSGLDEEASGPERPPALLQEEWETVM
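HEK-293-derived GP2 cells expressing PTHR1 and a GloSensor cAMP reporter, 3,000/well, plated overnight, given luciferin plus IBMX (each 0.5 mM as added) for 1 h at 37 °C, then compound for 1 h at 37 °C. Luminescence was read after 15 min at room temperature.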
TDP43 rescue: inhibitors of TDP-43 toxicity in yeast; TDP-43 expressing yeast growth rescue, BacTiter-Glo, 24 h; Potency, µM (doses to about 46.1 µM), inactives show at the highest dose growth rescue (activation), hits mostly activators; hit rate 1.8% among 410,000; AID 652104; also: potency is read from the fitted curve at half-maximal effect; % of control where 0% means no effect; nearly all actives have a fitted effect of over 50% in size
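In this qHTS, compounds that restore growth of yeast expressing TDP-43 appear as activators. Cells (OD600=0.02, galactose medium, raffinose-pregrown) are incubated with compound 24 hr at 30 deg C and growth is quantified by BacTiter-Glo.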
D3 antag: blocks the human D3 dopamine receptor. D3R cells, DiscoveRx beta-arrestin luminescence, antagonist mode; hits give low values. max response, negative = inhibition, %. hit rate 2.5% among 360,000; in the data active = max response below about -50%; inconclusive = no clear call, values can overlap the other calls; also: % is scaled to controls: 0 for no effect and ±100 for the full control effect; mostly tested at two doses, the higher about 12 µM
Target sequence (P35462 whole entry, looked up): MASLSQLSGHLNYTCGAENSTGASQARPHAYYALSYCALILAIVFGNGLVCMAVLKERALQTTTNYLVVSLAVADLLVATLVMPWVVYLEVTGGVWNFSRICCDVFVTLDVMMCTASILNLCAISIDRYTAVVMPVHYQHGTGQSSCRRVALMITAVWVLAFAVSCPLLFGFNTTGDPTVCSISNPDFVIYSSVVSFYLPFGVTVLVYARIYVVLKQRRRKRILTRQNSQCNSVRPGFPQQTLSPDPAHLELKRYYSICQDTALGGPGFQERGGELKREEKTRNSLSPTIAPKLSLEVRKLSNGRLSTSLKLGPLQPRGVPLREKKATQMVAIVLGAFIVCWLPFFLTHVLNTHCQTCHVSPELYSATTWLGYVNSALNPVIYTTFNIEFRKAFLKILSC
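Cells plated overnight at 1500 cells/well, then exposed to library compounds with dopamine controls for 90 minutes at 37 degrees C. DiscoveRx reagent added for 30–60 minutes at room temperature; luminescence read, quantitative HTS format.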
GLP-1R inv ag: GLP-1 receptor (human) inverse agonism. P43220. HEK293 GLP-1R CRE-luciferase, luminescence, 24 h; GLP-1R form is constitutively active. Potency, µM (doses to about 38.3 µM), for inactives: at the top dose activity change, negative = inhibition, actives largely listed as inhibitors. hit rate 1.6% among 410,000. AID 624417; also: potency is read from the fitted curve at half-maximal effect; % is scaled to controls: 0 for no effect and ±100 for the full control effect; nearly all actives have a fitted effect of over 55% in size
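Luminescence readout: a drop in cAMP-driven luciferase signal flags inverse agonism at a constitutively active GLP-1R stably expressed in HEK293. Compound exposure lasted 24 hr at 37 deg C, 5% CO2.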
aSyn rescue: rescues yeast growth from alpha-synuclein toxicity. Yeast expressing alpha-synuclein, growth rescue, BacTiter-Glo, 24 h. Potency, µM (doses to about 46.1 µM), without a hit: top-dose growth rescue (activation), most hits filed as activators. hit rate 0.14% among 370,000. AID 652106; also: potency is read from the fitted curve at half-maximal effect; % of control where 0% means no effect; nearly all actives have a fitted effect of over 65% in size
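Rescue of yeast growth: cells expressing toxic alpha-synuclein, induced in galactose at OD600 0.02, incubated with compound 24 h at 30 C. ATP luminescence quantified growth; inhibitors of toxicity appear as activators.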
GLP-1R agonist: agonists of human GLP-1 receptor; P43220; HEK293 GLP-1R CRE-luciferase, luminescence, 4-6 h; cells express a hypersensitive GLP-1R form; Potency, µM (top dose mostly 45.6 µM), inactives show at the highest dose activation, most hits filed as activators; hit rate 0.007% among 380,000; AID 624172; also: potency is read from the fitted curve at half-maximal effect; % of control where 0% means no effect
KB-V1 MDR tox: kills drug-selected multidrug resistant KB-V1 cells. hit rate 3.4% among 400,000. KB-V1 MDR cells viability, CellTiter-Glo, 72 h. Potency, µM (doses to about 46.1 µM), for the others: at the top dose activity change, negative = cytotoxicity, usual class: cytotoxic; also: potency is read from the fitted curve at half-maximal effect; % is scaled to controls: 0 for no effect and ±100 for the full control effect; nearly all actives have a fitted effect of over 60% in size
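Luminescent ATP read-out (CellTiter-Glo, 10 min) measures survival of drug-selected KB-V1 MDR cells after 72 h, 37 degrees C compound exposure. Medium: phenol-red-free DMEM, 10% FBS. Values from fitted concentration-response curves.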
D3 ag: agonists of human D3 dopamine receptor; D3R DiscoveRx beta-arrestin cells, luminescence, 90 min; max activation, %; hit rate 0.58% among 410,000; AID 652048; in the data active = max activation above about 30%; also: 0% is about no effect; mostly tested at two doses, the higher about 12 µM
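Agonist mode: compounds and dopamine controls were applied to plated cells for 90 min at 37 degrees C after an overnight attachment at 1500 cells/well. Luminescent read-out followed 30 - 60 minutes at room temperature with DiscoveRx detection reagent.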
GLP1R cytotox: cytotoxic in the GLP-1 receptor inverse agonist counter-screen. HEK293 cAMP-luciferase reporter cells, luminescence, 24 h. Potency, µM (titrated, usually from 38.3 µM), inactives show at the top dose activity change, negative = inhibition, usual class: inhibitors. hit rate 0.13% among 410,000;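 also: loss of luciferase light is scored as toxicity; potency is read from the fitted curve at half-maximal effect; % is scaled to controls: 0 for no effect and ±100 for the full control effect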
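MLSMR compounds, 24 hr on cells at 37 deg C/5% CO2; luminescence after luciferase reagent (12 min RT). Inhibition counted as the undesired cytotoxic outcome.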
An asterisk follows results filed as active; i = inactive; ? = inconclusive; / = not tested or not shown; [ ] = remark or other dose. Unless noted, calls follow the shape of the dose curve; as a rule, active = well fitted curve in the direction sought with a large enough effect; inconclusive = small, poorly fitted or top-dose-only effect, or another doubt; inactive = no such curve, though single readings can be large; an effect the other way counts as inactive or inconclusive. Only part of the results is shown (hit frequency here may not be typical).

SMILES	PTHR1 agonist	TDP43 rescue	D3 antag	GLP-1R inv ag	aSyn rescue	GLP-1R agonist	KB-V1 MDR tox	D3 ag	GLP1R cytotox
O=C(NNS(=O)(=O)c1ccc(Cl)cc1)c1cc(-c2ccccc2)n[nH]1	-27%	0%	-10	-21%	0%	3%	-13%	-10	3%
COc1ccc(C(=O)COC(=O)CCn2nnc(-c3cccc(O)c3OC)n2)cc1	i	-32%[inhibitor]	-16	-1%	0%	0%	5%	-1	7%
COCCNC(=O)/C(C#N)=C\c1ccc(CNS(=O)(=O)c2ccc(C)cc2)o1	i	-2%	13	1%	-4%	-1%	5%	3	1%
C/C(=N\OCC(=O)N/N=C/c1ccccc1O)c1cccs1	10%	23%	-2	?	?	-6%	-22%	-2	16%
CNC(=O)N(O)C1N(/N=C/c2cccnc2)C(=S)SC1(C)C (stereo not given)	-12%	-11%	-15	17%	1%	4%	?	1	6%
COc1ccc(/C=C/C(=O)c2ccccc2)cc1COc1ccccc1F	-6%	-6%	5	0%	7%	0%	?	4	-16%
Cc1ccc(C(=O)NNC(=S)NC(=O)c2ccc(Cl)cc2)cc1	i	-18%	13	0%	18%	-10%	-29%	-5	17%
O=[N+]([O-])c1ccc(/C=N/n2c(C3CCCCC3)n[nH]c2=S)cc1	-63%[inhibitor][57.5 µM]	-7%	?	7%	-6%	2%	-28%	-12	5%
O=C(CCCOc1ccccc1)Nc1ccc(Br)cc1	-5%[57.5 µM]	-13%	-24	-13%	0%	0%	1%	2	-9%
COC(=O)C(Cc1c[nH]c2ccccc12)NC(=O)c1cccc(S(=O)(=O)N2CCCCC2)c1 (stereo not given)	-64%[inhibitor]	0%	-5	?	-18%	0%	-14%	8	-1%
Nc1cc(C(=O)N2CCN(c3cccc(Cl)c3)CC2)ccc1N1CC2CC(C1)c1cccc(=O)n1C2 (stereo not given)	-23%	11%	6	?	1%	-3%	2%	-5	-14%
CCN1C(=O)C(Cc2nc3ccccc3c(=O)n2C)c2cc(C)ccc21 (stereo not given)	-5%	7%[9.22 µM]	/	-11%	/	/	21%	8	-4%
CC(C)(C)NC(=O)COc1ccc(CNc2ncn[nH]2)cc1	i	-12%	-20	-11%	-4%	5%	1%	-9	7%
COc1cc(C(=O)N[C@H](C(=O)Nc2nnc(C3CC3)s2)C(C)C)cc(OC)c1OC	7%	5%	-6	33%[activator]	5%	-4%	-6%	-22	4%
Cc1cccc(OC(C)C(=O)N2CCC(c3nc4ccccc4o3)CC2)c1C (stereo not given)	i	29%	/	?	/	/	/	7	-4%
CCc1nnc(NC(=O)CCC(=O)NC2CCCCC2)s1	-3%[57.5 µM]	-22%	12	8%	-2%	0%	1%	-15	-5%
NNC(=O)CN1CCCc2ccccc21	-7%	-6%	-12	-24%	-24%	10%	-3%	0	6%
COc1cccc(CN(CC(=O)NCc2ccc(F)cc2)C(=O)c2ccco2)c1	i	7%	12	-1%	5%	0%	?	-27	7%
COc1cccc(NC(=O)Cn2c(=O)n(Cc3ccccc3)c(=O)c3ccccc32)c1	i	10%	/	6%	/	/	-13%	2	0%
CC(C)(C)NC(=O)CSc1ccc(S(=O)(=O)N2CCOCC2)cn1	i	25%	7	1%	-6%	-9%	?	10	-2%
CCCCN(CCCC)C(=S)NC(=O)c1ccccc1Cl	i	3%	-9	?	-3%	-1%	?	1	?
CC1CCN(S(=O)(=O)c2cccc(C(=O)O)c2)CC1	i	-7%	-15	1%	0%	-10%	13%	-2	-13%
COc1ccc(OCC(O)CN2CCN(c3ccccc3)CC2)cc1 (stereo not given)	-19%	-17%	?	-29%	-5%	-5%	-14%	27	5%
O=C(Nc1ccc(Cl)cc1)N1CCc2ccccc2C1	i	-24%	-1	?	-9%	12%	-11%	-8	2%
COc1ccccc1N(O)C1CC(=O)N(c2ccc(F)cc2)C1=O (stereo not given)	-15%	?	-5	-1%	-7%	8%	-5%	-7	-8%
COC(=O)c1cc(CNC(=O)c2ccc(S(=O)(=O)N(C)c3ccccc3)cc2)ccc1OC	i	-4%	49	-24%	6%	-2%	-8%	1	-3%
CCc1noc(C)c1C(=O)Nc1nc(-c2ccc(OC)c(OC)c2)cs1	-49%[inhibitor]	-8%	28	-5%	-3%	-9%	10µM*	19	-8%
CCOc1ccccc1OCC(=O)OCc1csc(CC(=O)Nc2ccccc2C)n1	26%	7%	11	-2%	-13%	3%	1%	-1	3%
CCOP1(=O)C=C(C(C)(C)C)OC1c1ccc(F)cc1 (stereo not given)	-5%[57.5 µM]	-2%	5	-9%	-2%	6%	-6%	2	-2%
N#Cc1ccc(-c2ccccc2)nc1Sc1ccc(F)cc1	i	15%	25	10%	1%	-6%	-22%	25	4%

Compound profiles, as listed above:
`COc1cccc(CN(CC(=O)NCc2ccc(F)cc2)C(=O)c2ccco2)c1` in the list: PTHR1 agonist: i; TDP43 rescue: 7%; D3 antag: 12; GLP-1R inv ag: -1%; aSyn rescue: 5%; GLP-1R agonist: 0%; KB-V1 MDR tox: ?; D3 ag: -27; GLP1R cytotox: 7%
`CCOc1ccccc1OCC(=O)OCc1csc(CC(=O)Nc2ccccc2C)n1` in the list: PTHR1 agonist: 26%; TDP43 rescue: 7%; D3 antag: 11; GLP-1R inv ag: -2%; aSyn rescue: -13%; GLP-1R agonist: 3%; KB-V1 MDR tox: 1%; D3 ag: -1; GLP1R cytotox: 3%
`CC(C)(C)NC(=O)CSc1ccc(S(=O)(=O)N2CCOCC2)cn1` in the list: PTHR1 agonist: i; TDP43 rescue: 25%; D3 antag: 7; GLP-1R inv ag: 1%; aSyn rescue: -6%; GLP-1R agonist: -9%; KB-V1 MDR tox: ?; D3 ag: 10; GLP1R cytotox: -2%

(further entries)
SMILES	PTHR1 agonist	TDP43 rescue	D3 antag	GLP-1R inv ag	aSyn rescue	GLP-1R agonist	KB-V1 MDR tox	D3 ag	GLP1R cytotox
CCS(=O)(=O)Nc1cccc(-c2cc(-c3ccccc3)c3cc(C)ccc3n2)c1	-16%	?	21	?	-2%	-27%	?	4	?
Cc1ccc(C)c(NC(=O)c2ccccn2)c1	-37%[inhibitor]	-4%	-14	36%[activator]	1%	12%	0%	-6	22%
Cc1ccc(F)cc1-c1nc(NC(C)C)nc2cc(-c3ccccc3)sc12	28%	33%	0	?	-11%	20%	?	-2	-7%
COc1ccc(C(C(=O)NCC2CCCO2)N(Cc2cccs2)C(=O)c2snc(C(N)=O)c2N)cc1 (stereo not given)	i	-7%	79	?	1%	4%	?	11	-22%
c1ccc(-c2cnn3c(-c4ccccc4)c(-c4ccccc4)nc3n2)cc1	-12%	18%	6	9%	-1%	-2%	-5%	4	98%[activator]
Cc1ccc(/C(O)=C2/C(=O)C(=O)N(CCN3CCOCC3)C2c2ccccn2)cc1 (stereo not given)	-3%[57.5 µM]	-5%	?	8%	0%	-5%	13%	-6	0%
Cc1csc(NC(=O)CSc2nc3[nH]c(=O)cc(O)c3s2)n1	-47%[inhibitor]	-12%	7	25%	-9%	4%	21µM*	-2	-7%
COc1ccccc1NC(=O)C(=O)c1cn(CC(=O)N2CCOCC2)c2ccccc12	i	4%	9	32%	-7%	-1%	6%	-2	8%
CNC(=O)c1ccc(NC(=O)Nc2ccccc2)cc1	-8%	-5%	10	21%	-1%	-1%	?	-7	?
Cc1nnc(SCc2c(Cl)cccc2Cl)n(N)c1=O	i	-13%[0.397 µM]	-5	-3%	-5%	13%	11%	-8	12%
CCOC(=O)CN(C(=O)CNC(=O)c1cccs1)C(C(=O)NC1CCCC1)c1cccnc1 (stereo not given)	i	-1%	17	1%	-3%	-8%	5%	-3	-2%
Cc1nnsc1C(=O)Nc1ccc(S(=O)(=O)N2CCCCC2C)cc1 (stereo not given)	i	5%	2	?	3%	13%	-9%	3	-2%
c1ccc(OCCCCn2cnc3ccccc32)cc1	-9%[57.5 µM]	7%	-16	-20%	-6%	9%	0%	8	-1%
OC(c1ccc(F)cc1)c1nc(/C=C/c2ccccc2)cs1 (stereo not given)	-8%	?	-9	?	18%	5%	2%	7	3%
COCCCn1c(=O)c2ccccc2n(CC(=O)NC2CCCC2)c1=O	i	-6%	16	-19%	-1%	-1%	6%	9	-5%
COc1cccc(N2CCN(C(=O)c3cccc(NC4=NC5CS(=O)(=O)CC5S4)c3)CC2)c1 (stereo not given)	i	11%	13	12%	0%	0%	23%	1	9%
c1ccc(C[n+]2csc3ccccc32)cc1	-45%[57.5 µM]	?	-22	0%	-13%	4%	16%	-19	3%
CC(C)NC(=O)C(C)Oc1ccc(S(=O)(=O)NCc2ccc3c(c2)OCO3)cc1 (stereo not given)	i	-6%	1	39%[activator]	-3%	10%	3%	4	-6%
Cc1cccc(N(CC(=O)NCc2ccco2)C(=O)CNS(=O)(=O)c2ccc(F)cc2)c1	i	-6%	11	-18%	-1%	6%	3%	1	-1%
O=C(NCc1ccccn1)c1cccs1	-1%[57.5 µM]	0%	22	0%	-7%	-4%	-12%	-12	3%
CCCS(=O)(=O)c1c(S(=O)(=O)CCC)c2cc(C(C)(C)C)ccn2c1C(=O)c1ccc(C)cc1	i	2%	/	-3%	/	0%	-16%	0	4%
CCOC(=O)c1[nH]c(C=O)c(C(=O)OCC)c1C	-5%	-37%[inhibitor]	-4	?	5%	24%	?	5	?
COc1ccc(C(=O)NCc2ccc(S(N)(=O)=O)cc2)cc1[N+](=O)[O-]	i	6%	15	3%	6%	0%	?	-5	-4%
Cc1cc2cc(CCNC(=O)C(C)C)c(=O)[nH]c2cc1C	-9%[57.5 µM]	-9%	-26	-2%	-3%	-7%	13%	5	4%
